# TRPM1 prom inh: inhibitors of MITF-dependent TRPM1 promoter reporter, primary screen, cell-based, SK-MEL-5, single point, luciferase; 330,000 compounds, 0.83% hits; SK-MEL-5 TRPM1 promoter luciferase, 24 h; inhibition, % at 12.5 µM;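 active = mean inhibition across replicates of 60% or more, whatever share of single replicates reaches that level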; also: values of inactives mirror those of a sister screen read the other way
# HIF-2a inh: HIF-2a reporter inhibitors, primary screen, luminescence, 786-0 RCC cells | 786-0 RCC cells HIF-2a reporter, luciferase luminescence, overnight | inhibition, % at 18.8 µM | 360,000 compounds, 0.72% hits | AID 624352, 2012;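 active = inhibition of the luminescence signal of 40% or more relative to plate controls, in a single-dose primary screen at 18.75 µM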
# Peg3 prom inh: Peg3 promoter-driven luciferase inhibitors, primary screen, cell-based, HeLa, luciferase luminescence. HeLa PEG-Prom luciferase reporter, overnight. inhibition, % at 20 µM. 360,000 compounds, 1.7% hits. AID 588405, 2011;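 active = inhibition of at least 50% at 20 µM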
# TROY signal inh: inhibitors of TROY-driven NF-kB signaling, primary screen, Q293 LMP1-TROYcd cells, NF-kB luciferase, uHTS; inhibition, % at 10 µM; Q293 LMP1-TROYcd NF-kB luciferase reporter, 4 h; 360,000 compounds, 0.98% hits;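 active = compounds whose plate-normalised and pattern-corrected inhibition of the luciferase reporter signal at the single screening dose is 50% or more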
# KKLEB tox: cytotoxicity in KKLEB CF airway cells, primary screen, cytotoxicity control for CF NF-kB inhibitor project, cell-based, uHTS, fluorescence assay plates | 360,000 compounds, 0.36% hits | KKLEB CF airway cells viability, ATPlite luminescence, overnight; active compounds read low; cells stimulated with P. aeruginosa culture filtrate | AID 602141, 2011 | activity change (cytotoxicity), % at 5 µM;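 active = corrected activity change at or below -50% at 5 µM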
# NR2E3 ag-1: NR2E3 agonists in two-hybrid cells, primary screen, cell-based, luminescence, CHO-S, Gal4-NCOR/VP16-NR2E3 | luciferase | inhibition of corepressor binding, % at 3.98 µM | 360,000 compounds, 0.35% hits | AID 602229, 2012;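 active = inhibition above the mean of all tested compounds plus 3 SD, cut at about 70% in these data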;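 also: 0% = DMSO with NR2E3 transfected cells and 100% = cells lacking NR2E3 construct; higher means lower luciferase signal from less NR2E3 corepressor binding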
# Target sequence (Q9Y5X4 whole entry, looked up, the tested form may be a part): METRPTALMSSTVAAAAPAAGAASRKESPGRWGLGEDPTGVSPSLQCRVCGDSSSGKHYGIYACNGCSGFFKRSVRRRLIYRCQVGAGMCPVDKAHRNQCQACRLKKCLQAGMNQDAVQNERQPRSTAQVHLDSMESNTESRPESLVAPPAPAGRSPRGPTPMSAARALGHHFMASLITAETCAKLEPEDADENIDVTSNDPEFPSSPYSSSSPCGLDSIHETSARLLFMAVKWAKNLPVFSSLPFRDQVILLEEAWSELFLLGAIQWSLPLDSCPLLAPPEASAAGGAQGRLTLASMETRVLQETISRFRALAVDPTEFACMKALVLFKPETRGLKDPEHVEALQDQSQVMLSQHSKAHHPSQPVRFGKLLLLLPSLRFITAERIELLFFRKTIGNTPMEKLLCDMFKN
# Shn3 inh set2: reduction of Shn3 3'UTR firefly luciferase signal, primary screen, Schnurri-3 inhibitor project, cell-based, Clone20 osteoblasts, set 2; Clone20 osteoblast Shn3 3'UTR firefly luciferase, 24 h; inhibition, % at 12.5 µM; 360,000 compounds, 0.52% hits;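 active = mean inhibition of at least 75% with every replicate also reaching 75%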;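 also: 0% = median of neutral control wells and 100% = pilot-screen positive control compound; some compounds past the cut are filed as inactive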
# TWEAK Fn14 block: inhibitors of TWEAK-Fn14 signaling, primary screen, luciferase reporter cells, uHTS. TWEAK-stimulated Fn14 reporter cells, luciferase luminescence, 8 h. inhibition, % at 10 µM. 360,000 compounds, 2% hits. AID 1159606, 2016; in the data active = inhibition above about 50%
# NR2E3 ag-2: inhibitors of NR2E3-RetCOR corepressor binding, primary screen, NR2E3 agonist project, biochemical, TR-FRET, GST-NR2E3, biotin-RetCOR. inhibition of corepressor binding, % at 4.78 µM. AID 2300, 2010. Photoreceptor-specific nuclear receptor (Homo sapiens), Q9Y5X4. 1536-well. 320,000 compounds, 0.12% hits;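 active = percent inhibition above the cutoff of mean plus 3 SD of all tested compounds, set per screening campaign, cut at about 20% in these data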;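 also: 0% = DMSO wells and 100% = biotin wells as full block of FRET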
#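 Test system – NR2E3–RetCOR corepressor complex · Quantity – NR2E3 fusion 1.35 nM · Buffer or medium – Tris pH 7.5 · Incubation – Compound–protein incubation for 5 h at 4 °C · Technique – TR-FRET, Eu(K)-anti-GST donor, streptavidin-D2 acceptor, ex 340, em 617/671 nm · Evaluation – percent inhibition of 671/617 nm emission ratio versus biotin and DMSO controls · Plate – 1536-well format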
# CF NFkB inh: inhibitors of PAF-induced NF-kB signaling, primary screen, cell-based, GFP fluorescence, uHTS | inhibition, % at 5 µM | KKLEB NF-kB-GFP reporter, GFP fluorescence overnight | 360,000 compounds, 0.86% hits;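 active = at least 50% inhibition at 5 µM, scaled per plate between neutral and stimulator controls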;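 also: PAF is a Pseudomonas aeruginosa culture filtrate used as stimulus; plate controls were PAF-stimulated DMSO wells for no effect and unstimulated DMSO wells for full effect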
# C8 TRAIL sens: viability loss with TRAIL in NB7+C8 cells, primary screen, TRAIL sensitizer project, cell-based, ATPlite luminescence | inhibition (viability loss, TRAIL sensitization), % at 10 µM | 360,000 compounds, 1% hits;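 active = compounds causing at least 50% loss of cell viability in the single-dose screen, relative to plate controls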
# * marks the source's active call; other numbers are inactive results; . = not tested or not shown. Not all compounds are listed (hit frequency here may not be typical).
SMILES,TRPM1 prom inh,HIF-2a inh,Peg3 prom inh,TROY signal inh,KKLEB tox,NR2E3 ag-1,Shn3 inh set2,TWEAK Fn14 block,NR2E3 ag-2,CF NFkB inh,C8 TRAIL sens
COc1ccc(CN2CCNC(=O)C2CC(=O)N(C)CC2CCOCC2)c(F)c1 (stereo not drawn),-7,15,16,-14,-1,-14,-17,3,-4,-21,-2
O=C(CSc1nc(-c2ccco2)cc(C(F)(F)F)n1)NC1CCCCCCC1,14,9,13,.,0,8,29,17,-6,7,0
O=S(=O)(NCc1cc(-c2ccccc2)no1)c1ccccc1Cl,5,2,-10,3,-7,-4,11,18,4,-2,-3
Cc1cc(C(=O)OCC(=O)NCc2ccc(Cl)cc2)c(C)o1,-6,20,2,4,-4,0,-7,8,4,-11,1
NC(=O)C(c1ccccc1)C1CCCCC1 (stereo not drawn),-13,8,6,0,-5,8,.,3,0,7,6
CC[N+](CC)(CC)CC(=O)Nc1ccc(SC(F)F)cc1,8,19,10,17,-2,-22,12,-4,1,-3,3
Cc1cccc(OCCNc2cc(N3CCN(CCO)CC3)ccc2[N+](=O)[O-])c1,-13,-25,10,-33,-19,-7,17,-14,2,-28,16
CCN(CC)CCNC(=O)CN1C(=O)CSc2ccc(S(=O)(=O)N3CCOCC3)cc21,.,20,-7,2,-16,32,-2,11,.,10,0
CCCc1cc(=O)oc2cc(OCC(=O)NCCN3CCOCC3)c(Cl)cc12,.,2,5,-12,5,1,0,-31,.,-38,-1
O=C(O)CSc1nnc(C2COc3ccccc3O2)n1-c1ccccc1 (stereo not drawn),-19,11,0,-5,-9,-6,11,9,1,-8,-23
COc1ccccc1CNc1cc(C)ccc1C,3,14,-1,11,-7,-4,-2,9,3,-5,-4
O=C(NCCc1ccc(Cl)cc1Cl)c1cncc(Br)c1,2,-11,-5,-8,-20,13,5,25,1,5,14

# Of the compounds above, these have four or more nitrogen atoms:
SMILES,TRPM1 prom inh,HIF-2a inh,Peg3 prom inh,TROY signal inh,KKLEB tox,NR2E3 ag-1,Shn3 inh set2,TWEAK Fn14 block,NR2E3 ag-2,CF NFkB inh,C8 TRAIL sens
Cc1cccc(OCCNc2cc(N3CCN(CCO)CC3)ccc2[N+](=O)[O-])c1,-13,-25,10,-33,-19,-7,17,-14,2,-28,16
CCN(CC)CCNC(=O)CN1C(=O)CSc2ccc(S(=O)(=O)N3CCOCC3)cc21,.,20,-7,2,-16,32,-2,11,.,10,0

# The list continues.
SMILES,TRPM1 prom inh,HIF-2a inh,Peg3 prom inh,TROY signal inh,KKLEB tox,NR2E3 ag-1,Shn3 inh set2,TWEAK Fn14 block,NR2E3 ag-2,CF NFkB inh,C8 TRAIL sens
O=C(CN1CCN(c2ccccn2)CC1)Nc1ccc(Oc2ccccc2)cc1,2,10,14,-14,2,17,9,7,1,-4,1
COCCNC(=O)c1cccc(NS(=O)(=O)c2cccc3cccnc23)c1,-4,2,4,11,-18,-4,-2,0,1,21,-1
CCN(CC(=O)Nc1ccccc1C(F)(F)F)C(=O)c1cc2c(s1)CCCCC2,0,-4,18,13,-8,-7,17,-12,1,5,4
COc1cc(/C(C)=N\NC(N)=S)cc(OC)c1OC,2,16,0,20,-3,-16,3,-14,-5,-2,11
COc1cc(C(=O)NCC(=O)N/N=C(\C)Cc2ccccc2)cc(OC)c1OC,-1,2,-1,-11,5,-14,0,8,0,-6,13
Cc1cc(NC(=O)Cc2c(F)cccc2Cl)no1,3,5,-2,-10,8,7,6,-1,3,3,14
O=C(NC12CC3CC(CC(C3)C1)C2)c1c(Cl)cccc1Cl,0,16,8,6,4,-24,1,-15,1,-7,-13
COc1ccc(C2C(C#N)=C(N)OC3=C2C(=O)CCC3)cc1Cn1nc(C)c([N+](=O)[O-])c1C (stereo not drawn),6,12,9,2,-1,0,-4,18,4,14,3
Nc1nnc(SCC(=O)NC2CCCCC2)s1,-7,0,-3,8,-2,-2,7,6,2,-2,18
CCOC(=O)N1CCN(S(=O)(=O)c2ccc(C(=O)Nc3sc4c(c3C#N)CC(C)(C)NC4(C)C)cc2)CC1,2,9,8,17,12,-3,-10,-5,2,-8,-13
COc1ccccc1NCC(=O)NNCC(=O)Nc1ccc(F)c(Cl)c1,16,13,9,8,-2,20,-9,4,2,15,-2
CC1S/C(=C(\C#N)C(=O)NCc2ccco2)N(c2ccc(F)cc2)C1=O (stereo not drawn),-6,4,6,12,0,-37,-15,8,6,0,7
CNC(=O)C(=O)Nc1nc(C23CC4CC(CC(C4)C2)C3)cs1,-78,-96,-113,-13,-2,-23,-12,2,2,-5,-2
COc1ccc(-n2c(SCC(=O)N3CCC(C(=O)O)CC3)nc3ccccc3c2=O)cc1OC,2,7,15,14,3,-12,7,21,1,-1,-1
CSc1cccc(NC(=O)CN(C)S(=O)(=O)c2ccccc2)c1,-12,-110,-35,-1,15,-7,0,-21,3,-4,-9
COc1cc(/C=C/C(=O)OCC(=O)c2ccc3c(c2)NC(=O)CO3)ccc1OC(F)F,-2,4,8,2,7,-5,-13,-8,2,11,3
CC1=C(C)CC(C(=O)NCc2ccccc2F)C(C(=O)O)C1 (stereo not drawn),-4,14,5,7,5,10,-3,8,1,-3,-10
CCN(CC(=O)NCc1cccs1)C(=O)c1cccc(S(=O)(=O)Nc2cccc(C)c2)c1,7,20,5,-1,-7,14,-4,8,2,-3,11
COc1ccccc1C(=O)NCCCNc1ccc([N+](=O)[O-])cc1,12,-3,-1,3,-6,-4,6,9,0,-2,-2
COc1ccccc1N(CC(=O)NCCSC(C)(C)C)S(C)(=O)=O,12,6,8,-1,-6,18,3,10,4,-1,6
COc1ccc(NC(=O)CSc2nnc(NC(=O)C3CC3)s2)cc1OC,3,-3,8,-7,-8,-11,-14,0,1,22,-3
CCOC(=O)c1sc(=NC(=O)c2ccc(Cl)s2)n(C)c1C,-47,-237,-227,54*,-11,-129,-37,40,7,-4,21
CCN(CC(=O)Nc1ccc(OC)cc1)CC(=O)Nc1cccc(C#N)c1,1,7,6,-6,12,-2,7,1,2,33,-20
COc1ccc(NC(=O)C2CC(=O)OC2(C)C)cc1 (stereo not drawn),11,-1,-9,-9,-37,-9,0,0,0,0,-6
O=C(CSc1cn[nH]n1)Nc1ccc(Cl)cc1Cl,-12,-22,-17,-22,11,-24,-10,1,4,6,-14
O=C(NCc1ccco1)/C(=C/C=C\c1ccccc1)NC(=O)c1ccc(Br)o1,6,16,-3,6,8,12,19,7,-3,-11,3
COc1ccc(C(=O)n2cnnc2N)cc1,8,8,-2,-4,-5,-14,-20,-5,3,-5,3
COc1ccc(Cc2nnc(NC(=O)c3c(-c4ccccc4)noc3C)s2)cc1OC,11,14,-12,-4,-4,-10,8,1,0,-8,-7
CCCCN(C(=O)CSc1nnc(Nc2ccccc2)s1)c1c(N)n(CCC)c(=O)[nH]c1=O,-11,12,-29,-5,6,6,2,6,1,0,25
COc1ccc(NC(=O)CSc2nnnn2C2CC3C=CC2C3)cc1 (stereo not drawn),-7,-75,-46,-29,15,-30,-2,-23,-1,-11,9
CC(C)(C)C(=O)COC(=O)CNC(=O)c1ccc(Oc2ccccc2)cc1,6,15,-3,-6,7,5,-24,5,3,-5,0
Cc1c(Cc2ccccc2)c(=O)oc2c(C)c(OCC(=O)NCC3CCC(C(=O)O)CC3)ccc12 (stereo not drawn),0,-6,2,-3,16,-42,-3,6,0,-10,9
CSC(=NNC(=O)c1ccccc1O)SC,4,-25,-9,-24,-1,-9,-3,-19,0,2,3
COc1cc(C(=O)N2CCN(S(=O)(=O)c3cc(C)ccc3C)CC2)ccc1OCC(=O)N1CCOCC1,-3,12,-11,20,0,-5,10,-40,.,-20,-37
CC(=O)Nc1cccc(NC(=O)c2ccccc2OCc2c(C)noc2C)c1,-3,3,17,-11,-1,8,5,-6,-3,-16,-1
CC(Cc1ccccc1)NC(=O)CCCN1C(=O)c2ccccc2C1=O (stereo not drawn),-6,8,-27,1,5,-26,-8,16,1,0,-2
CCc1ccccc1NC(=S)N(CCN1CCOCC1)C1CCN(C(C)=O)CC1,2,5,6,13,1,-9,3,-4,2,13,-15
COc1ccc(C(Nc2cccc([N+](=O)[O-])c2)P(=O)(OC(C)C)OC(C)C)cc1 (stereo not drawn),-2,4,21,-4,-11,0,-11,13,2,7,-16

# Profiles, looked up by structure. Screens in order: TRPM1 prom inh	HIF-2a inh	Peg3 prom inh	TROY signal inh	KKLEB tox	NR2E3 ag-1	Shn3 inh set2	TWEAK Fn14 block	NR2E3 ag-2	CF NFkB inh	C8 TRAIL sens
# Listed for CCc1ccccc1NC(=S)N(CCN1CCOCC1)C1CCN(C(C)=O)CC1 = 2	5	6	13	1	-9	3	-4	2	13	-15
# Listed for CCCCN(C(=O)CSc1nnc(Nc2ccccc2)s1)c1c(N)n(CCC)c(=O)[nH]c1=O = -11	12	-29	-5	6	6	2	6	1	0	25
# Listed for Cc1c(Cc2ccccc2)c(=O)oc2c(C)c(OCC(=O)NCC3CCC(C(=O)O)CC3)ccc12 (stereo not drawn) = 0	-6	2	-3	16	-42	-3	6	0	-10	9
# Listed for COc1ccc(C(=O)n2cnnc2N)cc1 = 8	8	-2	-4	-5	-14	-20	-5	3	-5	3
# Listed for COc1ccc(NC(=O)CSc2nnnn2C2CC3C=CC2C3)cc1 (stereo not drawn) = -7	-75	-46	-29	15	-30	-2	-23	-1	-11	9
